High-throughput results as filed in PubChem.
S1P3 antagonist = S1P3 receptor antagonists, primary screen, cell-based; Sphingosine 1-phosphate receptor 3 (Homo sapiens), Q99500; CHO S1P3 NFAT-BLA reporter, FRET fluorescence, antagonist mode; inhibition, % at 4.98 µM; 170,000 compounds, 0.27% hits; AID 485, 2006;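 active = inhibition above the plate cutoff, the mean inhibition of test wells on that plate plus 3 SD, cut at about 28% in these data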;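 also: cells challenged with S1P at its EC80 of 0.8 µM; blue over green emission ratio from cleaved BLA substrate after 4 h stimulation; 0% = S1P-stimulated wells and 100% = unstimulated DMSO-only wells; some compounds past the cut are filed as inactive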
Target sequence (Q99500 whole entry, looked up): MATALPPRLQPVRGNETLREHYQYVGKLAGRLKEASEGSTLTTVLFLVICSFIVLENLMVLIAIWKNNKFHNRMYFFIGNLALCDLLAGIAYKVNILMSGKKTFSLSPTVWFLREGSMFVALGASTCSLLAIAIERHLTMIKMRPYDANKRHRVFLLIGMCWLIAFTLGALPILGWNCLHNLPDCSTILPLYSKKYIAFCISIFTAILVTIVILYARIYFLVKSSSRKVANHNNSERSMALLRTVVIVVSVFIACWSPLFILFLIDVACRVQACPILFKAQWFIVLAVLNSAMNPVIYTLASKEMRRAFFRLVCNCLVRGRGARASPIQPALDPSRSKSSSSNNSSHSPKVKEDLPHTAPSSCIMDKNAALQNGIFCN
PMI activator = activators of human PMI, primary screen, biochemical, fluorescence intensity, near-Km mannose 6-phosphate; 190,000 compounds, 0.005% hits; purified human PMI, coupled resazurin fluorescence, 20 min; hits give high values; 1 = vehicle control, 0 substrate-free wells; AID 1214, 2008; Mannose-6-phosphate isomerase (Homo sapiens), P34949; activation factor at 20 µM;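 active = activation factor of 2 or more at 20 µM, relative to plate controls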
TNAP inh hi DEA = human TNAP enzyme inhibitors, primary screen, biochemical, luminescent, high phosphate acceptor level, uHTS; Alkaline phosphatase, tissue-nonspecific isozyme (Homo sapiens), P05186; purified TNAP, CDP-star luminescence, 1 M DEA; inhibition, % at 20 µM; 200,000 compounds, 0.03% hits; AID 1135, 2008;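 active = over 50% inhibition of tissue-nonspecific alkaline phosphatase at 20 µM in the single-dose screen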;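 also: plate controls were DMSO wells for no effect and EDTA-quenched wells as full inhibition for full effect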
Target sequence (P05186 whole entry, looked up): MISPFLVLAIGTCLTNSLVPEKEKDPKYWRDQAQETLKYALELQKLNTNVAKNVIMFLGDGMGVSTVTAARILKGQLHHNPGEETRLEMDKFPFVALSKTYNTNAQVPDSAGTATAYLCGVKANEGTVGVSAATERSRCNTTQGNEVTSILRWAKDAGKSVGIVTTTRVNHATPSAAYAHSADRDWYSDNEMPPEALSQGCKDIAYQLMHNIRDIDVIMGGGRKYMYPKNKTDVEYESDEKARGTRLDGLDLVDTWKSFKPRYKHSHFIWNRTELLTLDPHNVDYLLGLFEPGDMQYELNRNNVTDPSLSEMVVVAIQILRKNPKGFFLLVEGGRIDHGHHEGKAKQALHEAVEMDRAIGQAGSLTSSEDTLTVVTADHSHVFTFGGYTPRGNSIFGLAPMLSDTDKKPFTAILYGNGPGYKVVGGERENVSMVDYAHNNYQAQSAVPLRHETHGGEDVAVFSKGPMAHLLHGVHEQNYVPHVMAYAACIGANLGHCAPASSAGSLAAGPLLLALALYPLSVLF
TNAP inh no acc = human TNAP enzyme inhibitors, primary screen, biochemical, luminescent, no phosphate acceptor, uHTS; purified TNAP, CDP-star luminescence, 30 min; inhibition, % at 20 µM; 200,000 compounds, 0.26% hits; AID 1012, 2008;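 active = tissue-nonspecific alkaline phosphatase inhibition above about 50% at 20 µM in the single-dose screen, limit read from the data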;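 also: 0% = DMSO negative control and 100% = EDTA positive control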
RAM network inh = inhibitors of the yeast RAM network, primary screen, dse1pr::URA3 reporter, 5-FOA selection; S. cerevisiae dse1pr::URA3 reporter, 5-FOA growth OD615, 2 d; analog-sensitive cbk1-as2 kinase mutant strain; inhibition, % at 50 µM; 190,000 compounds, 1.8% hits;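 active = inhibition above a set limit, 3 SD over mean compound inhibition, cut at about 8.4% in these data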;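 also: 0% = DMSO-only wells with no growth and 100% = 10 µM 1-NA-PP1 full growth; inhibition rescues growth on 5-FOA so higher OD means more RAM inhibition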
Hsp70 act = Hsp70 transcriptional activators, primary screen, cell-based, HeLa, Hsp70 promoter luciferase, luminescence, 10 µM; 200,000 compounds, 0.04% hits; HeLa Hsp70 promoter luciferase reporter; scaled: vehicle 0, proteasome-inhibitor control 100%; AID 1203, 2008; activation, % at 10 µM;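 active = activation above the mean across all tested compounds plus 3 SD, cutoff set per campaign, cut at about 5.5% in these data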;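 also: 100% = MG132 at 30 µM as the positive control and 0% = DMSO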
PMI act satM6P = human PMI activators, high substrate, primary screen, biochemical, fluorescence intensity, near-saturating mannose 6-phosphate; Mannose-6-phosphate isomerase (Homo sapiens), P34949; coupled PMI enzyme assay, resazurin fluorescence, 20 min; hits give high values; 1 = untreated enzyme, 0 = substrate-free blank; activation factor at 20 µM; 190,000 compounds, 0.34% hits; AID 1216, 2008;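 active = activation factor of 2 or more at 20 µM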
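Material: human phosphomannose isomerase with PGI, G6PDH, diaphorase coupling enzymes. Quantity: 15 ng/mL PMI. Medium: HEPES pH 7.4 buffer with MgCl2 and Tween-20. Reagent: Near-saturating mannose-6-phosphate, 1.0 mM. Compound: 20 µM single dose. Times: enzyme reaction with compound 20 min at room temperature. Detection: resorufin fluorescence at Ex 544/Em 590 nm.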
DTT redox prof = compounds producing H2O2 with reducing agent – biochemical, NIH compound library profiling, artefact control for MLSCN library redox annotation, primary screen | DTT-dependent redox cycling H2O2, phenol red/HRP absorbance; 100% = 100 µM peroxide control, 0% = buffer | activation, % at 10 µM | 200,000 compounds, 0.03% hits | AID 878, 2007;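 active = activation of at least 50% relative to the plate's high and low controls in the primary single-dose screen; inactive = activation below 50%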;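 also: compound incubated with DTT at 0.8 mM final as the reducing agent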
Lmaj promast = Leishmania major promastigote growth inhibition, primary screen. Leishmania major promastigotes, resazurin fluorescence viability. 200,000 compounds, 9% hits. inhibition, % at 10 µM; in the data active = inhibition above about 50%;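 also: promastigotes grown with compound for 44 hours at 28 °C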
Efa HMGR inh = inhibitors of E. faecalis class II HMGR, primary screen, biochemical, Enterococcus faecalis; inhibition, % at 10 µM; purified E. faecalis HMGR, NADPH absorbance 340 nm kinetic; AID 1066, 2008; 190,000 compounds, 0.41% hits; HMG-CoA reductase (Enterococcus faecalis, mvaE);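 active = inhibition above a set limit, the median over all tested compounds plus 3 SD, cut at about 9.5% in these data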;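 also: enzyme runs in reverse so mevalonate oxidation gives rising NADPH absorbance; 0% = complete reaction with DMSO and 100% = background rate lacking mevalonate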
An asterisk follows results filed as active; nt = no result given.

SMILES	S1P3 antagonist	PMI activator	TNAP inh hi DEA	TNAP inh no acc	RAM network inh	Hsp70 act	PMI act satM6P	DTT redox prof	Lmaj promast	Efa HMGR inh
Cn1c(=O)n(C)c2cc(NC(=O)CCl)ccc21	nt	0.9	-3	-9	-0.4	0.3	0.8	3.5	27	0
Cn1c(N)c(C(=O)CSc2nnc(-c3ccccc3F)n2C2CC2)c(=O)n(C)c1=O	-23	1.2	-4	10	1.6	-0.4	1.1	-1.9	-7	1
CC(C)CCNC(=O)C(CC(C)C)N(Cc1ccc2c(c1)OCO2)C(=O)c1snc(C(N)=O)c1N (stereo unspecified)	0	0.7	-5	-7	0.6	-0.1	0.5	-0.3	92*	-4
Cc1cc(N2CCCC2)nc2ccccc12	-9	0.9	-6	-10	1.8	-0.5	0.9	-0.6	14	-6
CCOC(Cn1c(-c2ccc(OC)cc2)nc2ccccc21)OCC	nt	1	-6	-18	0.7	-0.3	1	0.2	64*	-5
O=C(O)c1cccn2c(=O)c3ccccc3nc12	8	0.9	-10	17	6.6	-0.5	1	-2.5	-6	-1
COC(=O)/C(C#N)=C/c1ccc(OC(=O)c2ccccn2)cc1	8	0.9	5	4	-0.7	0.1	0.7	-0.5	-3	1
CS(=O)(=O)N1CCN(c2ccccc2NC(=O)c2cccs2)CC1	17	1	-2	-9	-0.2	-0.2	1.1	0.8	7	0
COC(=O)NNC(=O)COc1ccc2ccccc2c1Br	-14	1	2	-9	2.8	-0.2	0.9	-0.3	-2	-4
COC(=O)c1sccc1NC(=O)CSc1ccccc1NS(=O)(=O)c1ccc(Cl)cc1	nt	1	-2	-6	3.6	-0.3	0.9	0.5	4	-9
O=C(Nc1ccccc1F)c1ccccc1-c1ccc(C(F)(F)F)cc1	12	0.8	-2	-10	2.2	-0.4	0.9	0.1	4	0
CSc1ccc(Cl)c(C(=O)OCC(=O)NCc2ccco2)c1	20	0.9	0	-4	0.0	-0.1	1.1	0.0	-5	-5
CCCOc1ccc(C(C)=O)cc1CN1CCOCC1	-5	1.2	-6	-5	0.7	-0.3	1.2	0.0	-4	1
O=C(c1ccc(Cl)c(S(=O)(=O)N2CCCCCC2)c1)N1CCN(c2ccccn2)CC1	nt	0.9	0	-6	0.3	-0.3	1	-0.1	6	-3
Cc1ccc(S(=O)(=O)N(CC(=O)Nc2ccccc2C(=O)O)c2cccc(Cl)c2C)cc1	-8	1.1	-2	-3	14*	-0.1	1.1	0.0	-7	3
Nc1nonc1-n1nnc(C(=O)N/N=C/c2cc(Br)ccc2O)c1CSC1=NCCS1	4	1	-3	-32	3.9	-0.5	1.1	0.3	51*	0
O=c1cc([O-])[n+]2c3n1CCCN3CCC2	-4	1	5	-18	0.6	-0.2	1	0.5	47	0
COc1cccc(C2CCCN2Cc2nc(-c3sccc3C)oc2C)c1 (stereo unspecified)	8	0.8	-5	-5	1.4	0.0	0.8	-0.4	9	-2
Cc1ccccc1Cn1c(C(=O)OC(C)C)cc2c1ccn2C	nt	1	-6	-1	1.5	0.0	0.8	0.9	30	-2
Cc1cc(Cl)ccc1C(=O)C1CCCN(C(=O)c2ccc3ncccc3c2)C1 (stereo unspecified)	2	0.9	-5	-8	-1.1	-0.1	1	-0.2	-4	-2
CC(=O)Nc1ccc(OS(=O)(=O)c2c(C)cc(C)cc2C)cc1	7	1	0	-4	2.3	-0.4	1	-0.4	80*	-1
COc1ccccc1NC(=S)N(Cc1ccco1)Cc1cc2cc(C)c(C)cc2[nH]c1=O	0	0.8	1	-17	9.5*	-0.2	0.9	-0.8	37	-2
COc1cc(C(=O)NCC(c2ccco2)N(C)C)cc(OC)c1OC (stereo unspecified)	6	0.9	4	5	0.4	-0.3	0.9	0.2	-7	-3
CCOC(=O)C1CCCN(S(=O)(=O)c2ccc(C)cc2)C1 (stereo unspecified)	10	1	-3	-8	0.2	-0.1	0.9	2.8	5	1
C=CCn1c(SCC(=O)Nc2ncc(Cc3ccc(Br)cc3)s2)nnc1-c1ccncc1	nt	0.8	-1	-2	3.2	-0.2	0.9	-4.0	-6	1

One compound at a time, from the list above:
O=C(O)c1cccn2c(=O)c3ccccc3nc12 across the screens: S1P3 antagonist = 8; PMI activator = 0.9; TNAP inh hi DEA = -10; TNAP inh no acc = 17; RAM network inh = 6.6; Hsp70 act = -0.5; PMI act satM6P = 1; DTT redox prof = -2.5; Lmaj promast = -6; Efa HMGR inh = -1
Cc1ccccc1Cn1c(C(=O)OC(C)C)cc2c1ccn2C across the screens: S1P3 antagonist = nt; PMI activator = 1; TNAP inh hi DEA = -6; TNAP inh no acc = -1; RAM network inh = 1.5; Hsp70 act = 0.0; PMI act satM6P = 0.8; DTT redox prof = 0.9; Lmaj promast = 30; Efa HMGR inh = -2
O=c1cc([O-])[n+]2c3n1CCCN3CCC2 across the screens: S1P3 antagonist = -4; PMI activator = 1; TNAP inh hi DEA = 5; TNAP inh no acc = -18; RAM network inh = 0.6; Hsp70 act = -0.2; PMI act satM6P = 1; DTT redox prof = 0.5; Lmaj promast = 47; Efa HMGR inh = 0

Remaining list, next part
SMILES	S1P3 antagonist	PMI activator	TNAP inh hi DEA	TNAP inh no acc	RAM network inh	Hsp70 act	PMI act satM6P	DTT redox prof	Lmaj promast	Efa HMGR inh
CCOC(=O)c1nn(-c2cccc(OC)c2)c2nc(CC)c(C#N)c(=O)n12	0	1	-3	-9	8.4*	-0.2	1	0.2	-3	0
Cc1ccc(N(CC(=O)NCc2ccc(F)cc2)C(=O)c2csnn2)c(C)c1	-7	0.9	0	-4	0.4	0.1	1	-2.2	-5	-6
Cc1ccc(OCC(=O)N2CCc3ccccc3C2)c([N+](=O)[O-])n1	0	1	-4	-10	1.9	-0.1	1	0.0	-1	2
O=C(c1c[nH]c2ccccc12)N1CCN(c2ccccc2)CC1	6	1	-3	-9	2.5	0.0	1	-2.0	-2	3
Cc1ccc(CSCC(=O)NN=C2CCN(C)CC2)cc1	-15	0.9	-5	-17	1.8	-0.5	0.7	-0.3	-4	-3
COc1ccc(-n2c(=O)c3c4c(sc3n3cnnc23)CC(C)CC4)cc1 (stereo unspecified)	-4	nt	nt	nt	nt	-0.2	nt	2.2	6	nt
COc1ccc(C(=O)/C(=C\c2sccc2C)c2nc3ccccc3o2)cc1	-18	1	-1	-8	2.5	-0.2	1	-0.6	20	-2
COc1ccc(CCNC(=O)c2n[nH]c3ccccc23)cc1	-16	1	-6	-102	2.0	-0.3	1.1	-1.9	-2	-7
O=C(NC1CCCCC1)C(c1ccc2ncccc2c1)N(Cc1ccco1)C(=O)c1ccc2c(c1)OCCO2 (stereo unspecified)	nt	0.9	-3	-1	1.2	0.1	0.9	-6.5	12	-7
Cc1ccccc1C(=O)NCC(=O)NNC(=S)NC(=O)c1ccccc1	-17	0.8	-5	-6	2.6	0.3	1.2	-0.3	-3	-1
O=C(c1ccccc1)N1CCC(c2nc3c(nnn3Cc3ccccc3Cl)c(=O)[nH]2)CC1	nt	1.1	-2	-16	0.9	0.1	1.1	0.9	-1	0
CCOC(=O)c1cnc2c(C)cccc2c1NCCc1ccc(OC)c(OC)c1	nt	0.8	-1	-4	0.5	0.0	0.8	0.0	41	2
COc1ccc(N=Cc2nc(-c3ccccc3)oc2OC(=O)c2ccccc2)cc1	0	1.1	1	-12	2.2	-0.1	1.1	-0.2	-7	-1
O=C(C(Cc1ccccc1)n1cccc1)N1CCc2ccccc21 (stereo unspecified)	-17	0.9	1	-5	2.2	-0.3	0.9	-2.3	-7	-1
CCC1=Nc2cc(C(=O)NCc3ccco3)ccc2Sc2ccccc21	-3	1	-2	-10	2.7	-0.2	1.1	0.1	70*	2
O=C(O)CCc1ccc(-c2cccs2)n1NC(=O)c1ccccc1Br	2	1	-3	-5	1.2	-0.2	1.1	-0.1	-9	1
O=C(O)CCCC(=O)Nc1ccccc1C(=O)N1CCCC1	2	0.9	-2	-8	0.5	-0.4	1	1.3	-4	1
Cn1c2c(c(=O)n(C)c1=O)[C@@]1(C(=O)Nc3ccccc31)C(C#N)=C(N)O2	-9	0.9	1	7	0.0	-0.2	0.5	0.0	22	-6
Cc1onc(-c2ccccc2)c1C(=O)Nc1nnc(-c2ccncc2)s1	6	0.9	2	-4	0.5	0.2	1	0.7	0	5
O=C(N1CCOCC1)N1CCC(n2nnc3cc(F)ccc32)CC1	-2	0.9	-4	-6	0.9	0.3	1	0.1	-4	0
CSC1=NCCN1C(=O)c1ccc(S(=O)(=O)N2CCOCC2)cc1	-34	0.9	-4	-16	0.1	-0.2	0.9	-0.9	-1	-2
O=C(c1cc(-c2ccc3c(c2)OCO3)on1)N1CCN(c2ccc(F)cc2)CC1	-32	0.9	-6	-14	2.4	-0.3	1	0.2	-7	-2
COC(=O)c1c(O)ccc(Oc2ccccc2)c1C(=O)OC	-50	0.9	-2	-2	1.6	nt	0.9	nt	nt	-4
CN(c1ccc(C(=O)N2CCc3ccccc3C2)cc1)S(C)(=O)=O	nt	1	0	-1	1.3	-0.3	0.9	0.0	-1	1
CN(C)S(=O)(=O)c1ccc(C(=O)Nc2ccc(CN3CCCC3)cc2)cc1	-8	1	-6	-4	0.5	-0.1	1	0.2	1	2
Oc1ccc(/C=N/N=C/c2ccc(O)cc2)cc1	-4	1	-2	-4	0.7	-0.3	1	-0.4	-1	-6
Cc1ccc(C(=O)COC(=O)CCC(=O)Nc2cc(Cl)ccc2Cl)cc1[N+](=O)[O-]	nt	1	-2	-10	1.9	-0.3	1.1	-4.1	-14	-2
Cc1ccc2c(c1)[C@H]1OCC[C@H]1[C@@H](c1ccncc1)N2	6	0.8	-5	-8	2.3	0.1	0.8	-0.9	-2	-2
CC(=O)Nc1nc(COc2ccc3ccccc3c2)cs1	nt	1	-8	-3	1.6	-0.2	1	-0.3	-2	-1

A second format for two compounds above.
The line under a structure holds: S1P3 antagonist, PMI activator, TNAP inh hi DEA, TNAP inh no acc, RAM network inh, Hsp70 act, PMI act satM6P, DTT redox prof, Lmaj promast, Efa HMGR inh
COC(=O)c1c(O)ccc(Oc2ccccc2)c1C(=O)OC
    -50, 0.9, -2, -2, 1.6, nt, 0.9, nt, nt, -4
CN(c1ccc(C(=O)N2CCc3ccccc3C2)cc1)S(C)(=O)=O
    nt, 1, 0, -1, 1.3, -0.3, 0.9, 0.0, -1, 1
